Screening results (PubChem)
PglD inh – blocks C. jejuni PglD acetyltransferase activity; AID 602405; inhibition, % at 12.5 µM; purified PglD enzyme, DTNB colorimetric CoA detection; hit rate 0.098% among 360,000; in the data active = inhibition above about 16%, passing the limit was not always enough; note: strong numbers were not always called active
Cneo AK release – causes C. neoformans cell lysis. lysis activity, % at 15 µM. hit rate 0.2% among 360,000. adenylate kinase release luminescence, 4 h; normalised: neutral wells 0, clomiphene wells 100;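 active = mean lysis activity across replicates of at least 80%, whatever share of replicates individually reach that level; inactive = mean lysis activity below 80%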
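Assay system: Cryptococcus neoformans yeast cells / Dosing: single-point compound dose / Timing: 4 h at 37 °C static, read 1 h later / Measured by: luminescence of released adenylate kinase using an AK detection reagent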
PAX8 reporter – PAX8 transcriptional activity inhibition; RMG-I TPO-luciferase reporter, SteadyGlo, 24 h; inhibition, % at 12.6 µM; hit rate 1.2% among 360,000; AID 652154;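 active = mean replicate inhibition at least 60% with every replicate also reaching 60%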;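 note: luciferase light reporting Pax8 driven TPO promoter activity; plate controls were median of neutral control wells for no effect and mitoxantrone controls for full effect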
ARNT-TACC3 inh – disruptors of human ARNT/TACC3 interaction; AlphaScreen His-ARNT PAS-B/GST-TACC3 binding, luminescence; TACC3 fragment carries E629A point mutation; inhibition, % at 9.99 µM; hit rate 0.66% among 390,000;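 active = mean inhibition of replicates at least 50% and at least half of replicates each reaching 50%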;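 note: 0% = complete ARNT plus TACC3 wells and 100% = ARNT alone without TACC3; many hits fall short of the cut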
Statin myotox sup – suppressors of simvastatin-induced myotoxicity in C2C12 myotubes; hit rate 0.78% among 330,000; ATP luminescence, 48 h; scaled: DMSO 0, geranylgeraniol control 100; rescue of ATP level, % at 7.49 µM; AID 602340;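 active = mean ATP rescue above about 67%, or every replicate alone reaching that limit, limit read from the data, passing the limit was not always enough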;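 note: myotubes were challenged with 10 µM simvastatin during compound exposure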
LGR2 antag – Drosophila LGR2 receptor signaling inhibition. hit rate 0.35% among 380,000. AID 720647. HEK293 LGR2, CRE-luciferase, bursicon-stimulated, 4 h. inhibition, % at 9.99 µM;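 active = drop in luminescence signal, shown as inhibition above about 50% in the replicate tests, limit read from the data, passing the limit was not always enough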;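 note: agonist challenge used bursicon conditioned medium at about half maximal strength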
PGC1a acetyl inh – PGC1a acetylation modulation, inhibitor mode | U2OS PGC1a acetylation, AlphaScreen anti-acetyl-lysine; with virally co-expressed GCN5 acetyltransferase | inhibition, % at 15.6 µM | hit rate 0.17% among 350,000 | AID 651687;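 active = every replicate shows inhibition of at least 40%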;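 note: 0% = neutral control wells and 100% = positive control wells; some results beyond the cut were filed as inactive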
INS-1E GSIS act – GLuc luminescence reporter in INS-1E cells, primary screen for activators of glucose-dependent secretion of insulin; activation, % at 16.6 µM; INS-1E GLuc reporter insulin secretion, 2-3 h; hit rate 0.61% among 370,000;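 active = lowest replicate activation of at least 40%, so every replicate reaches that level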;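 note: 0% = median of neutral control wells and 100% = median of IBMX positive control wells; some compounds called inactive have numbers as strong as hits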
The depositor's hits bear a star; . = not tested or not shown.

SMILES	PglD inh	Cneo AK release	PAX8 reporter	ARNT-TACC3 inh	Statin myotox sup	LGR2 antag	PGC1a acetyl inh	INS-1E GSIS act
O=C(CCNS(=O)(=O)c1ccccc1)N1CCCCCCC1	.	.	-30	4	.	3	.	16
O[C@@H]([C@H](O)[C@H](O)CBr)[C@H](O)CBr	5	0	3	-5	-1	5	7	.
CCOC(=O)C(=O)NCC(c1cccs1)S(=O)(=O)c1ccc(F)cc1 (stereo unspecified)	-5	1	-11	3	3	-13	1	4
C[C@H]1CN([C@@H](C)CO)C(=O)Cc2cc(NC(=O)Nc3ccccc3)ccc2O[C@@H]1CN(C)C(=O)Nc1ccc(F)cc1	-9	0	.	-6	-11	-6	5	2
CC1(C)CC2c3cccc(C(=O)O)c3C(=O)N2c2c1ccc1ccccc21 (stereo unspecified)	4	-4	0	-1	.	6	6	1
C[C@H]1CN([C@@H](C)CO)S(=O)(=O)c2ccc(C#CCC3CCCC3)cc2O[C@@H]1CN(C)C(=O)c1ccccn1	5	-11	.	3	4	-2	-8	-20
O=C(c1cc([N+](=O)[O-])ccc1N1CCOCC1)N1CCN(S(=O)(=O)c2ccc(F)cc2)CC1	-6	-1	.	0	2	-14	14	4
CN(C)c1ccc(CNCc2cccnc2)cc1	3	3	-3	.	.	5	-1	-8
Cc1ccccc1Cn1cnc2c([N+](=O)[O-])c(C)c(C)cc21	3	-2	11	-8	38	.	-10	.
CN(C)S(=O)(=O)n1cc(/C=C(\NC(=O)c2ccccc2Cl)C(=O)NCCCn2ccnc2)c2ccccc21	.	.	13	-3	-10	11	-5	-17
CC(C)[C@@H](C)NC(=O)N(C)C[C@H]1OCc2ccccc2-c2c(n(C)c3ccccc23)C(=O)N([C@@H](C)CO)C[C@@H]1C	0	-4	.	-1	.	2	-8	-8
CNC[C@@H]1Oc2ncc(-c3ccc(C)cc3)cc2C(=O)N([C@H](C)CO)C[C@@H]1C	-6	2	0	5	0	-1	2	9
COc1ccc(S(=O)(=O)N2CCCCCC2)cc1NC(=O)c1c2c(nc3ccccc13)CCN(Cc1ccccc1)C2	-3	-4	20	0	.	-2	-6	-40
O=C(NCCNc1ccc(Cl)cc1[N+](=O)[O-])c1cccnc1	-3	-2	18	-14	.	-22	.	-2
CCOC(=O)CP(=O)(c1ccccc1)c1ccccc1	-6	2	.	24	13	.	1	.
CC(C)NC(=O)Nc1ccc2c(c1)C(=O)N([C@@H](C)CO)C[C@H](C)[C@@H](CN(C)Cc1ccc3c(c1)OCO3)OCCCC[C@@H](C)O2	1	102*	2	5	.	3	3	35
COc1ccc(Cl)c(NC(=O)C/C(C)=N/NC(=O)CCc2ccccc2)c1	1	0	15	0	10	18	.	-23
CC1CCN(C(c2cc3cc4c(cc3[nH]c2=O)OCO4)c2nnnn2CC2CCCO2)CC1 (stereo unspecified)	5	-2	.	-20	2	5	11	21
COc1ccc(S(=O)(=O)N(C)C[C@H]2OCCCC[C@H](C)Oc3ccc(NC(=O)Nc4ccc(C(F)(F)F)cc4)cc3C(=O)N([C@H](C)CO)C[C@@H]2C)cc1	-1	-5	11	-12	-26	14	2	-25
O=C1C2CCCN2C(c2ccccc2F)N1c1cccc(Cl)c1 (stereo unspecified)	1	1	5	-3	8	-11	.	22
COc1cc(OC)cc(C(=O)N[C@H](C(=O)OCC(=O)c2ccc(F)cc2)C(C)C)c1	5	-8	-5	-4	-1	6	3	-12
Cc1c(C(=O)NC(C)c2ccccn2)oc2c(Cl)cccc12 (stereo unspecified)	-1	-2	10	-7	1	-2	-2	18
CCCN(C)C[C@@H]1Oc2ncc(Br)cc2C(=O)N([C@H](C)CO)C[C@H]1C	4	-6	.	-19	-2	-11	3	0
O=C(c1ccccc1)c1ccc(N2CCOCC2)c(F)c1	-7	0	.	-3	.	.	6	.
COC(=O)c1c(NC(=O)C(C)(C)C)sc2c1C(C(=O)OC)CC2 (stereo unspecified)	-8	1	-5	1	.	.	-1	.
Fc1ccc(Cn2nnc3ccccc32)cc1	0	0	.	-5	13	.	-3	.
Cc1ccc(Cl)c2c1NC(=O)C2(O)CC(=O)c1ccccc1O (stereo unspecified)	-4	-1	9	-3	0	.	20	.
CCCCc1ccc(S(=O)(=O)NC(=O)C2(C)CCN2C(=O)c2cccc(F)c2)cc1 (stereo unspecified)	0	0	-4	.	8	0	5	-2
O=C(C[C@H]1C=C[C@H](NC(=O)C2CCOCC2)[C@H](CO)O1)NCc1ccncc1	-1	-4	7	9	7	8	-2	6
COc1ccc(O)c(C(=O)c2cnn(-c3ccc(Cl)cc3)c2)c1	-1	-4	-20	3	-7	-11	-10	6
CC(=O)Nc1ccc(NC(=O)/C=C/c2ccccc2)cc1	.	.	12	-3	.	-43	.	3
C[C@]12CC[C@H](O)CC1=CCC1C2CC[C@@]2(C)C1CC[C@@H]2NC(=O)CCC(=O)O (stereo partly specified)	1	36	-9	-12	6	-6	.	-13
C[C@@H](NC(=O)C[C@@H]1CC[C@H]2[C@H](COc3ccc(NS(=O)(=O)c4ccc(Cl)cc4)cc3C(=O)N2C)O1)c1ccccc1	1	-2	30	-11	-2	3	-9	-1
C[C@@H]1CCCCO[C@@H](CN(C)C)[C@@H](C)CN([C@H](C)CO)C(=O)c2cc(NC(=O)Nc3ccc(C(F)(F)F)cc3)ccc2O1	2	1	20	4	-14	-13	6	-18
Cc1cccc(-n2ccnc2CN2CCN(C3CCCC3)C(CCO)C2)c1 (stereo unspecified)	.	.	24	2	7	-1	.	8
O=C(Cc1ccccc1[N+](=O)[O-])N1CCOCC1	-3	2	-3	4	8	0	.	5
COc1ccc(C(=O)NC2(C(F)(F)F)NC(=O)N(CCCc3ccccc3)C2=O)cc1OC (stereo unspecified)	6	-2	20	2	.	23	.	.
CCNC(=O)[C@@H]1[C@@H](CO)[C@@H]2Cn3c(ccc(-c4ccccc4)c3=O)[C@@H]2N1C(=O)C1CCCC1	0	55	-16	-11	-6	-1	8	13
N#CC1=C(N)Oc2ccc3ccc(O)cc3c2C1c1cccnc1 (stereo unspecified)	1	-1	.	1	13	-5	4	16
Cc1ccc(C)c(NC(=O)CN(C)C(=O)c2ccc3ncsc3c2)c1	4	1	-21	-2	12	1	8	22
CC[N+](CC)(CC)C/C(N)=N/O	-3	0	.	-8	6	.	1	.
COCC#Cc1cnc2c(c1)C(=O)N([C@H](C)CO)C[C@H](C)[C@@H](CN(C)Cc1ccccc1F)O2	2	-3	.	8	-3	-6	-10	19
Cc1ccc(S(=O)(=O)N2C[C@H](O)COC[C@@H]3O[C@H](CC(=O)N[C@H]4CCN(Cc5ccccc5)C4)CC[C@H]32)cc1	1	1	4	-7	8	-15	-4	4
O=C(CC(=O)OCc1ccccc1)OCc1ccccc1	-2	9	.	0	-8	.	-1	.
CC(C)CNC(CC(=O)O)c1ccccc1 (stereo unspecified)	.	.	-1	-5	.	10	-5	3
COc1ccc(C(=O)NCCNc2nc3ccc(C)cc3cc2C#N)cc1OC	-9	0	-5	-11	4	5	-2	.
CCNC(=O)C[C@H]1CC[C@H]2[C@H](COc3ccc(NC(=O)Nc4ccccc4Cl)cc3C(=O)N2C)O1	3	-2	1	1	9	0	-2	4
COc1ccc(C)cc1S(=O)(=O)N1CCN(C(=O)c2ncoc2-c2ccccc2C)CC1	-7	0	-15	2	1	8	-8	-2
C[C@H]1CN([C@@H](C)CO)C(=O)c2cccc(NS(=O)(=O)c3ccc(F)cc3)c2O[C@H]1CN(C)C(=O)Nc1ccc(F)cc1	5	-1	.	-2	-30	-2	-3	-16
Cc1cc(C)c(NC(=O)CSc2nnc(CN3CCOCC3)n2C)c(C)c1	3	1	11	.	4	-3	.	-5
COc1ccc(NC(=O)c2nc[nH]c2C(=O)NCc2ccccc2)cc1	4	0	13	-2	-2	-15	.	.
COc1cccc(/C=N/Nc2snc(SC)c2C#N)c1O	.	.	-22	-4	.	20	.	-27
Cc1noc(C)c1S(=O)(=O)N(C)C[C@@H]1OCCCC[C@@H](C)Oc2ccc(N(C)C)cc2C(=O)N([C@@H](C)CO)C[C@@H]1C	-3	3	-4	4	-2	4	-10	-1
Cc1ccc(CN(C)C(=O)CN2C(=O)NC(c3ccccc3)(c3ccccc3)C2=O)c(C)c1	3	-1	6	5	16	7	.	-53
O=C(c1ccco1)N1CCCC(N2CCN(c3ccccc3F)CC2)C1 (stereo unspecified)	4	1	-2	1	-4	-10	4	2
O=C(Nc1ccc2c(c1)[C@@H]1C[C@@H](CC(=O)N3CCOCC3)O[C@@H](CO)[C@@H]1O2)Nc1ccccc1F	4	4	2	-4	-2	6	0	1
CC1CCc2c(sc3ncn(Cc4ccc(C(=O)O)cc4)c(=O)c23)C1 (stereo unspecified)	-4	-3	-43	-6	4	-17	-6	13
Cc1csc(NC(=O)CSCC(=O)Nc2ccccc2)n1	2	1	.	7	.	.	1	.
CCOC(=O)CSC1=C(C#N)C(c2sccc2C)CC(=O)N1 (stereo unspecified)	-1	-2	.	16	-3	.	5	.
C[C@@H]1CN([C@H](C)CO)C(=O)c2cccc(NC(=O)Nc3ccc(F)cc3)c2O[C@H]1CN(C)C(=O)NC1CCCCC1	10	-5	-2	-5	0	8	-9	-2

Next part; the last three above are carried over.
SMILES	PglD inh	Cneo AK release	PAX8 reporter	ARNT-TACC3 inh	Statin myotox sup	LGR2 antag	PGC1a acetyl inh	INS-1E GSIS act
Cc1csc(NC(=O)CSCC(=O)Nc2ccccc2)n1	2	1	.	7	.	.	1	.
CCOC(=O)CSC1=C(C#N)C(c2sccc2C)CC(=O)N1 (stereo unspecified)	-1	-2	.	16	-3	.	5	.
C[C@@H]1CN([C@H](C)CO)C(=O)c2cccc(NC(=O)Nc3ccc(F)cc3)c2O[C@H]1CN(C)C(=O)NC1CCCCC1	10	-5	-2	-5	0	8	-9	-2
Cc1c(C(=O)Nc2ccccc2C(=O)N2CCOCC2)cccc1[N+](=O)[O-]	-6	-1	-4	-7	.	-15	2	17
CCOc1cc(NC(=O)C2CCCCC2)c(OCC)cc1NC(=O)c1ccccn1	1	-2	10	.	-18	-3	39	9
CC1(C)Cc2c(c(N3CCOCC3)nc3sc4c(NCCN5CCOCC5)nnnc4c23)CS1	.	.	9	12	.	-19	.	28
Cc1ccc(OCCCC(=O)N2CCOCC2)cc1	1	1	.	-8	-3	.	-19	.
CCC(=O)N1C[C@@H](C)[C@@H](OC)CN(C)C(=O)c2cc(NC(=O)c3cc(C)on3)ccc2OC[C@@H]1C	.	.	.	.	7	-24	11	3
CCOC(=O)c1[nH]cnc1C(=O)Nc1ccccc1	.	.	-10	12	.	-8	4	19
O=C(CSc1nc2[nH]c(=O)cc(O)c2s1)Nc1ccc(Br)cc1	14	0	-8	-13	6	0	.	-3
COc1ccc(NC(=S)N2CCN(CCN3C(=O)c4cccc5cccc(c45)C3=O)CC2)cc1	5	12	10	-5	-23	20	2	5

Three compounds out of the list, ordered by molar mass, high to low.
SMILES	PglD inh	Cneo AK release	PAX8 reporter	ARNT-TACC3 inh	Statin myotox sup	LGR2 antag	PGC1a acetyl inh	INS-1E GSIS act
Cc1cc(C)c(NC(=O)CSc2nnc(CN3CCOCC3)n2C)c(C)c1	3	1	11	.	4	-3	.	-5
Cc1csc(NC(=O)CSCC(=O)Nc2ccccc2)n1	2	1	.	7	.	.	1	.
O=C(Cc1ccccc1[N+](=O)[O-])N1CCOCC1	-3	2	-3	4	8	0	.	5
